GRP78 ERSR act – qHTS for Inducers of the Endoplasmic Reticulum Stress Response (ERSR) in Human Glioma: qHTS; Potency, µM, for the others: at the top dose activation, actives largely listed as activators; U87-MG GRP78 promoter luciferase reporter, 16 h; actives 0.02% (n = 420,000); note: potency is the fitted concentration of half-maximal effect; series mostly up to about 76 µM; % of control where 0% means no effect; nearly all actives have a fitted effect of over 35% in size
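ERSR induction read as luciferase luminescence (Bright-Glo, 10 min at room temperature) in stably transfected human U87-MG glioma cells exposed to compounds for 16 h, using GRP78 as sensor.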
USP1 inh – Inhibitors of USP1/UAF1: Primary Screen; Ubiquitin carboxyl-terminal hydrolase 1 (Homo sapiens), O94782; recombinant USP1/UAF1, Ub-Rhodamine cleavage fluorescence; Potency, µM (highest dose often 57.1 µM), for the others: top-dose activity change, negative = inhibition, most hits filed as inhibitors; actives 0.23% (n = 390,000); note: potency is the fitted concentration of half-maximal effect; % is set by controls: 0 for no effect and ±100 for the full control effect; nearly all actives have a fitted effect of over 60% in size; inactives centre near -12
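USP1/UAF1 complex at 1 nM was preincubated with compound for 15 min at room temperature, then Ub-Rho substrate (150nM final) was added. Fluorescence (480/540 nm) was read kinetically, 6 reads every 60 seconds.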
TrxR1 substrate – qHTS Assay for Substrates of Mammalian Selenoprotein Thioredoxin Reductase 1 (TrxR1): qHTS; actives 0.01% (n = 390,000); AID 588456, 2011; Thioredoxin reductase 1, cytoplasmic (Rattus norvegicus), O89049; purified TrxR1 substrate turnover, NADPH consumption readout; Potency, µM (highest dose often 114 µM), for the others: at the top dose activity change, negative = substrate turnover; note: potency is the fitted concentration of half-maximal effect; % is set by controls: 0 for no effect and ±100 for the full control effect; nearly all actives have a fitted effect of over 50% in size
Target sequence (O89049 whole entry, looked up): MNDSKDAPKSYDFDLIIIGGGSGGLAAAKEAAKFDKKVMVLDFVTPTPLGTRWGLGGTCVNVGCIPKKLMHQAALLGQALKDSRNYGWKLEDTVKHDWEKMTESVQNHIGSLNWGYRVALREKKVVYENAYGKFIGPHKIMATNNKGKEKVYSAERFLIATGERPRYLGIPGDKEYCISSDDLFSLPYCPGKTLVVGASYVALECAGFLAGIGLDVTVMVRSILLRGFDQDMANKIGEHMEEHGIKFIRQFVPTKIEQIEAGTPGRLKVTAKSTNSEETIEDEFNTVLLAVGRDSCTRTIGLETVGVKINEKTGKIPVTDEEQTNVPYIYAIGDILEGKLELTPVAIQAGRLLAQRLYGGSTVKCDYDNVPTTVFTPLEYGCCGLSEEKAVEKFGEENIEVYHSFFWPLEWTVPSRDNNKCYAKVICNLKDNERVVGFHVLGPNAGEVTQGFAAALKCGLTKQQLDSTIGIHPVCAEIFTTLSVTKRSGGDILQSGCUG
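Rat TrxR1, dispensed at 90 nM, was prereduced with 400 uM NADPH (final) for 5 min at ~22 deg C, then incubated with compound 15 min before 400 uM selenite. A first-read NADPH fluorescence drop versus no-compound background flagged substrates.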
PI4K2A inh – qHTS for small molecular inhibitors of PI4K2A | Phosphatidylinositol 4-kinase type 2-alpha (Homo sapiens), Q9BTU6 | purified PI4K2A, ADP-Glo luminescence, 1 h; hits give low values | activity change, negative = inhibition, % at 76.9 µM | actives 0.13% (n = 420,000); in the data active = activity change below about -50%; inconclusive = mostly about -30% to -49%;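 note: -100% = wells without enzyme as full effect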
Target sequence (Q9BTU6 whole entry, looked up): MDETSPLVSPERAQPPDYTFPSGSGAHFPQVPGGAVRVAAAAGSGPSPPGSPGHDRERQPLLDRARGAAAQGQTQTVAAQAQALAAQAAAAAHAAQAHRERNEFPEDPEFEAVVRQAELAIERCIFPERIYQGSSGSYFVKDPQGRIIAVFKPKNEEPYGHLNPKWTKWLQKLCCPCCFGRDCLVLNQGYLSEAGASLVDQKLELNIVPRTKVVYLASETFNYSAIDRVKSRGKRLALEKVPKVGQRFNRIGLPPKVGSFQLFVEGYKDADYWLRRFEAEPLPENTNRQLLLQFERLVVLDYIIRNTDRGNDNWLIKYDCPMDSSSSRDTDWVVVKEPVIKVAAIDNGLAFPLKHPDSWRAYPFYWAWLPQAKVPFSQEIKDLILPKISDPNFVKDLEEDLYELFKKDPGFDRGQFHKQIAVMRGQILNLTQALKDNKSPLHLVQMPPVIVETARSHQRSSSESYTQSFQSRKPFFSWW
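Compounds are screened against recombinant PI4K2A using PI as substrate and ATP, the latter dispensed at 300 microM. Reactions run one hour at ambient temperature before ADP-Glo detection; full inhibition defined by wells lacking enzyme.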
Vif-A3G inh – qHTS for Inhibitors of Vif-A3G Interactions: qHTS. DNA dC->dU-editing enzyme APOBEC-3G (Homo sapiens), Q9HC16. HeLa A3G-eYFP + Vif (tagged APOBEC3G with the HIV-1 protein that degrades it), YFP fluorescence, overnight. Potency, µM (doses to about 46.1 µM), without a hit: at the highest dose activity, negative = active, usual class: inhibitors. actives 0.076% (n = 410,000);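 note: potency is the fitted concentration of half-maximal effect; % is set by controls: 0 for no effect and ±100 for the full control effect; nearly all actives have a fitted effect of over 60% in size; hits raise eYFP signal because A3G escapes Vif-driven loss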
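Read-out is eYFP fluorescence (Ex 488/Em 500-530) from Vif-expressing HeLa A3G-eYFP cells; more signal means A3G escaped Vif-mediated degradation. Cells plated overnight, compound pinned in, incubated overnight at 37 deg C.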
RXFP1 agonist – qHTS Assay for Agonists of the Relaxin Receptor RXFP1 | HEK293T-RXFP1 cAMP TR-FRET, 30 min; response scale: percent of porcine relaxin response, buffer zero | Potency, µM (titrated, usually from 57.5 µM), for inactives: top-dose activation, most hits filed as activators | actives 0.3% (n = 370,000) | AID 2676, 2010; note: potency is the fitted concentration of half-maximal effect; % is set by controls: 0 for no effect and ±100 for the full control effect; nearly all actives have a fitted effect of over 60% in size; many of its hits are not listed in these tables
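HEK293 cells stably expressing RXFP1, treated 30 min at 37C with compounds plus PDE4 inhibitor Ro 20174; cAMP measured by HTRF TR-FRET. Normalized to buffer and 29 nM porcine relaxin; EC50 by Hill fit.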
Vif-APOBEC3F blk – qHTS for Inhibitors of Vif-A3F Interactions: qHTS | actives 0.2% (n = 390,000) | HeLa A3F-eYFP + Vif (tagged APOBEC3F with the HIV-1 protein that degrades it), YFP fluorescence increase | Potency, µM (doses to about 46.1 µM), without a hit: at the highest dose activity, negative = active | AID 602313, 2012; note: potency is the fitted concentration of half-maximal effect; % of control where 0% means no effect; nearly all actives have a fitted effect of over 65% in size
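HeLa cells stably expressing A3F-eYFP plus Vif, plated and incubated overnight at 37 deg C, then exposed to compounds overnight at 37 deg C. Blocked degradation read as raised yellow fluorescence (Ex 488/Em 500-530).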
LDHA inh – qHTS assay for inhibitors of human lactate dehydrogenase. L-lactate dehydrogenase A chain (Homo sapiens), P00338. purified LDHA, NADH/diaphorase-resazurin fluorescence; hits give low values. activity change, % (values are at about 110 or 230 µM). actives 0.15% (n = 480,000). AID 1347041, 2019; in the data active = activity change below about -30%; inconclusive = mostly about -25% to -30%;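 note: plate controls were DMSO wells for no effect and wells without enzyme for full effect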
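Remaining NADH was detected by diaphorase (0.133 mg/mL) converting 37 µM resazurin to fluorescent resorufin, read at 0 and 20 minutes. The preceding 5-minute room-temperature reaction used 2 nM LDHA, 0.2 mM sodium pyruvate and 0.06 mM NADH at pH 7.4.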
IDH1 R132H inh – qHTS for Inhibitors of mutant isocitrate dehydrogenase 1 (IDH1): qHTS; IDH1-R132H enzyme, NADPH consumption, diaphorase/resazurin fluorescence; Potency, µM (top dose mostly 76.6 µM), for the others: at the highest dose activity change, negative = inhibition, actives largely listed as inhibitors; AID 602179, 2012; Isocitrate dehydrogenase [NADP] cytoplasmic (Homo sapiens), O75874; actives 0.093% (n = 390,000); note: potency is the fitted concentration of half-maximal effect; % is set by controls: 0 for no effect and ±100 for the full control effect; nearly all actives have a fitted effect of over 65% in size
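IDH1-R132H (0.5 ug/mL dispensed) in pH 7.5 Tris buffer was preincubated 30 min with compound, then given a substrate mix of 0.016 mM NADPH and 2 mM alpha-KG for 80 min at room temperature; remaining NADPH was read by diaphorase/resazurin fluorescence.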
Active calls of the source: *; ? = inconclusive; . = no result given; [ ] = another dose, or the depositor's remark. Unless noted, calls come from the whole dose curve; as a rule, active = well fitted curve in the direction sought with a large enough effect; inconclusive = small, poorly fitted or top-dose-only effect, or another doubt; inactive = no such curve, though single readings can be large; an effect the other way counts as inactive or inconclusive. The list is partial; rates above refer to the full screens.

Values in the order: Vif-APOBEC3F blk, LDHA inh, USP1 inh, GRP78 ERSR act, IDH1 R132H inh, PI4K2A inh, RXFP1 agonist, TrxR1 substrate, Vif-A3G inh
- CCC(C)(C(=O)NC1CCCCC1)N(C(=O)C1CCC(=O)N1)c1ccccc1 (configuration not stated)
  3.7%, -5.4, -15.0%, -1.1%, 11.0%, 0.8, 1.2%, 0.8%, 1.0%
- CCc1ccc(NC(=O)C(=O)NCC2CCCN2S(=O)(=O)c2ccccc2)cc1 (configuration not stated)
  5.7%, -5.2, -9.0%, -0.2%, -1.4%, 0.8, 0.6%, -2.6%, 0.9%
- Cc1[nH]nc(SCC(=O)NC(C)c2ccccc2)c1[N+](=O)[O-] (configuration not stated)
  1.3%, -21.8, 7.1%, -1.2%, 3.8%, 3.8, -1.1%, -4.7%, -0.5%
- Cc1ccc(/C=C2/Sc3ccc(C(=O)NCc4ccccn4)cc3NC2=O)cc1
  ?, -4.8, -24.4%, -3.8%, 7.7%, -6.1, 3.6%, 8.3%, -8.0%
- COc1ccc(NC(=O)CN(C)C(=O)c2ccc(N3CCCCCC3)c([N+](=O)[O-])c2)cc1
  3.6%, 6.1, -17.0%, -4.2%, 2.5%, 0.4, -0.8%, -10.4%, -3.5%
- COc1cc(C(=O)N(Cc2ccc(F)cc2)Cc2ccco2)cc(OC)c1OC
  -5.2%, -5.6, -23.4%, 5.7%, 17.7%, 0.5, -2.2%, -3.9%, 3.8%
- CC(C)(C)c1nc(SCC(=O)Nc2ccc3c(c2)OCCO3)c2ccccc2n1
  1.9%, -6.6, -7.9%, -0.2%, -1.3%, 11.7, 2.4%, -9.8%[57.1 µM], -8.5%
- CC1=C/C(=N\NC(=O)c2ccc(O)cc2)CC1
  0.3%, -9.8, -5.8%, 0.5%, 15.0%, -2.1, 0.3%, 4.7%[57.1 µM], -3.7%
- C=CCn1c(SCC(=O)Nc2ccc(NC(=O)c3ccco3)c(OC)c2)nnc1-c1ccncc1
  0.6%, 0.6, -21.5%, -4.8%, 2.6%, -9.7, -0.8%, -6.3%, 0.6%
- CCc1ccc(-n2nc(CO)c(C(=O)NCCOC)n2)cc1
  -1.3%, -5.0, -2.4%, -2.1%, -12.3%, -2.4, 0.5%, 91.9%[activator], -5.9%
- O=S1OCCN1c1ccccc1 (configuration not stated)
  1.8%, -6.1, -10.7%, -0.4%, 17.2%, 2.1, -2.5%, 1.8%[57.1 µM], 1.9%
- CCOC(=O)Cn1nc(C)n(-c2ccc(Br)cc2)c1=O
  -2.5%, -0.8, -10.0%, -3.6%, -6.9%, -0.3, -0.8%, -5.7%, -1.1%
- Cc1cc(OCC(=O)N(C)Cc2ccccc2)cc(C)c1Cl
  -7.6%, -3.8, -20.9%, -2.0%, 1.2%, -3.5, 0.7%, -1.4%[57.1 µM], -1.2%
- Cc1ccc(CN2CCC(n3nccc3NC(=O)CCCc3ccccc3)CC2)o1
  -6.9%, -5.9, -2.2%, -2.3%, -0.6%, 0.2, -1.0%, -2.5%, 0.4%
- COCCNC(=O)C(OC(=O)c1ccco1)c1ccccc1F (configuration not stated)
  -4.4%, -0.7, -11.3%, -3.6%, 0.0%, -3.2, -0.4%, -3.6%[57.1 µM], -3.5%
- Cc1cc(C)cc(C(=O)Nc2ccc(NC(=O)c3cccs3)cc2)c1
  ?, -7.2, 0.0%, 3.2%, 2.7%, -6.3, -0.1%, -1.5%, -25.7%
- CCOc1ccc(C(C)=O)cc1N1C(=O)C2C3C=CC(C3)C2C1=O (configuration not stated)
  -8.6%, -2.8, -5.9%, -1.0%, -1.3%, -0.7, 0.0%, 9.0%[57.1 µM], 3.9%
- Cn1c(=O)oc2cc(S(=O)(=O)Nc3ccc(F)cc3)ccc21
  -10.0%, -2.8, -27.6%, -3.4%, 5.3%, 2.2, -1.2%, 8.0%, -0.9%
- CCN(CC)CCCNC(=O)CCC(=O)Nc1ccc2nc(N3CCC(C)CC3)cc(C)c2c1
  6.6%, 1.4, -12.4%, -2.6%, 2.1%, -0.2, 4.9%, 117.2%[activator], 8.2%
- Cc1c(CN2CCN(c3cccc(C(F)(F)F)c3)CC2)c(=O)n(-c2ccccc2)n1C
  ., -6.5, 2.8%, -0.9%, 1.2%, 2.3, 2.0%, 4.9%, -0.8%
- O=C(NC1CCCCCC1)c1cccc(S(=O)(=O)N2CCOCC2)c1
  0.0%, -8.1, 9.2%, -5.4%, 2.8%, -16.1, ., 6.3%[57.1 µM], 3.1%
- O=C(CCC(=O)N1CCN(S(=O)(=O)c2ccc3ccccc3c2)CC1)NCC(F)(F)F
  1.0%, 3.5, -16.7%, -5.7%, 1.9%, -2.6, -1.6%, 4.3%, 1.5%
- CCCCn1c(N)c(N(CC(C)C)C(=O)c2oc3ccc(Br)cc3c2C)c(=O)[nH]c1=O
  ?, -6.0, -4.0%, -6.6%, -7.2%, -1.1, 2.1%, -3.6%, -3.7%
- COc1ccc(C(=O)c2oc3ccccc3c2NC(=O)COc2ccc(C)cc2)cc1
  0.4%, -8.9, 4.6%, -5.1%, 5.3%, -0.5, -1.4%, -1.4%[57.1 µM], 3.7%
- Cn1c(=O)c(Sc2ccccc2)c(O)c2ccccc21
  12.3%, 0.5, 0.0%, -2.1%, 16.3%, -5.1, ?, -2.0%, -2.4%
- Cc1ccc(S(=O)(=O)c2c(Nc3ccc(C)c(C)c3)sc(C(=O)c3ccc4c(c3)OCO4)c2N)cc1
  0.2%, -11.7, -12.5%, -1.2%, -11.4%, 2.2, 0.4%, -5.7%[57.1 µM], -3.7%
- COc1cc(OC)c(OC)cc1CN1CCN(Cc2cccc(F)c2)CC1
  -0.7%, -1.9, -10.6%, -5.2%, 0.0%, -10.2, -0.1%, 16.3%, 3.3%
- O=C1CCN(C(=S)NCc2ccccc2)CC1
  -0.1%, -6.7, -27.0%, -1.1%, 2.9%, 0.7, -1.3%, 6.7%, 0.0%
- O=C1C=C(c2ccc(C(=O)O)cc2)C[C@@H](c2ccc(F)cc2)C1
  4.5%, 1.0, -12.1%, 2.5%, 0.0%, -2.6, ., -3.5%[57.1 µM], -8.7%
- CC(C)OCCCNc1ncc2c(n1)CC(c1ccccc1)CC2=O (configuration not stated)
  -10.4%, 4.9, 5.1%, -3.9%, 12.3%, -2.9, 0.0%, 4.7%[57.1 µM], -3.3%
- Cc1cccc(CN(CC(=O)N/N=C/c2ccco2)S(=O)(=O)c2ccc(Cl)cc2)c1
  0.1%, 2.1, -7.4%, 2.2%, 7.4%, -0.7, -1.9%, 10.0%[57.1 µM], -11.5%
- COc1ccc(NC(C)=O)cc1NC(=O)c1ccc2ccccc2c1
  -2.1%, 1.1, -12.4%, -6.5%, 3.7%, -3.5, 1.7%, -0.1%[57.1 µM], -0.1%
- Cc1ccc([N+](=O)[O-])cc1NC(=O)CN(C(=O)c1ccc(Cl)cc1)C1CCCCC1
  0.9%, -16.6, -5.5%, -4.7%, 6.1%, -6.5, -0.2%, -4.7%, -3.8%
- COc1ccccc1NC(=O)CN(Cc1ccco1)C(=O)c1ccc(Cl)nc1
  5.0%, -2.9, 2.4%, -2.5%, 4.9%, -1.9, -0.9%, -3.2%, -4.6%
- O=C(Cn1cc([N+](=O)[O-])cn1)NCc1cc2ccccc2[nH]1
  5.6%, -5.3, -17.0%, -1.9%, -3.1%, -2.3, 2.5%, -2.0%, -1.0%
- CC1CC(C)CN(CC(=O)N2CCCc3c2c(=O)oc2ccc(OCc4ccccc4)cc32)C1 (configuration not stated)
  -4.8%, -4.0, -16.6%, -6.7%, 1.1%, -9.6, 0.0%, 13.0%[57.1 µM], 3.1%
- Cc1ccc(-c2c(CN3CCN(c4cc(Cl)ccc4C)CC3)csc2C)cc1
  -8.4%, -6.8, -2.9%, -1.4%, -15.0%, -0.9, 0.7%, -2.1%, 0.4%
- COC(=O)c1ccc(NC(=O)C[n+]2ccccc2C)cc1
  2.6%, -5.9, -6.2%, -2.5%, -0.5%, 3.3, -1.6%, 5.8%, 1.6%
- CSc1nnc(C)c(/C=C/Nc2ccc(F)cc2F)n1
  0.3%, 1.4, -15.3%, -4.4%, -0.7%, -0.9, 3.4%, -4.7%, 1.0%
- CCN(CC)S(=O)(=O)c1ccc(NC(=O)COC(=O)CNC(=O)C2CCCCC2)cc1
  -1.2%, -3.1, -3.3%, -5.5%, 10.4%, 0.5, 0.1%, -14.0%, 0.8%
